Screens as filed in PubChem BioAssay.
Siah-1 displacement – Siah-1 peptide-binding antagonists, primary screen, biochemical, fluorescence polarization, rhodamine-plectin, uHTS (AID 1817); actives 0.02% (n = 290,000); one-dose displacement, % at 20 µM; IC50 in µM for titrated hits; Siah-1 / rhodamine-plectin peptide fluorescence polarization; higher % means a stronger effect; E3 ubiquitin-protein ligase SIAH1 (Homo sapiens);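 active means displacement of at least 50% at 20 µM, with a fluorescence ratio check between 0.3 and a set limit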;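 further: plate controls were Siah plus tracer with DMSO for no effect and tracer alone without Siah for full effect; strong numbers were not always called active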
Dynein cargo inh – inhibitors of GR-EGFP nuclear translocation, primary screen, dynein cargo transport inhibitor project, imaging, high-content, 3617.4 mouse cells; test concentration mostly 20 µM; stimulated with dexamethasone, 1 µM; hits give low values; z-score, hits read low; actives 0.47% (n = 220,000); AID 1381, 2008;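 active means plate z-score of nuclear minus cytoplasmic receptor signal below a set negative limit, without overly bright fluorescence or cell loss, cut at about -3.5 in these data, passing the limit was not always enough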;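 further: z-score of nuclear minus cytoplasmic ring GR-EGFP intensity difference per well; some compounds called inactive have numbers as strong as hits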
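medium = tetracycline-free induction medium containing charcoal-stripped FBS | also added = 1.0 µM final dexamethasone stimulus | schedule = 48 h induction, 1 h compound, 30 min dex at 37 °C | technique = fixed, Hoechst-stained cells imaged at 10x for EGFP | measure = GR-EGFP nuclear translocation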
P. falciparum M17LAP – P. falciparum M17LAP inhibitors, primary screen, biochemical, fluorogenic H-Leu-NHMec substrate, 1536-well (AID 1619) | Leucine aminopeptidase (Plasmodium falciparum (isolate 3D7)) | recombinant M17LAP, H-Leu-NHMec fluorogenic kinetic assay; higher % means a stronger effect | inhibition, % at 30 µM; hits with a dose series show IC50 in µM | actives 0.38% (n = 220,000);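 active means compound inhibiting the enzyme by more than half at any dose during confirmatory dose-response retesting; inconclusive means strong single-dose inhibitors picked by rank but not retested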;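 further: plate controls were full reaction with DMSO carrier for no effect and no enzyme background for full effect; strong numbers were not always called active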
PMI inhibition – human PMI inhibitors, high substrate, primary screen, biochemical, fluorescence intensity, high mannose 6-phosphate (AID 1220) | Mannose-6-phosphate isomerase (Homo sapiens) | recombinant PMI enzyme, coupled fluorescence intensity; higher % means a stronger effect | inhibition, % at 20 µM, or IC50 in µM where a hit was titrated | actives 0.66% (n = 190,000)
PMI inhibitors – inhibitors of human PMI, primary screen, biochemical, fluorescence intensity, coupled assay (AID 1209); purified PMI enzyme, coupled fluorescence intensity; higher % means a stronger effect; one-dose inhibition, % at 20 µM; IC50 in µM for titrated hits; actives 0.42% (n = 190,000);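 further: plate controls were DMSO vehicle for no effect and wells lacking substrate for full effect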
AID2073 – inhibitors of Mint1-CaV2.2 protein interaction, biochemical, HTRF (AID 2073). Voltage-dependent N-type calcium channel subunit alpha-1B (Homo sapiens). HTRF protein-protein interaction, Mint1-CaV2.2; higher % means a stronger effect. inhibition, % at 20 µM; hits with a dose series show IC50 in µM. actives 0.19% (n = 290,000); in the data active means inhibition mostly above about 51%, no sharp cut-off; inconclusive means no clear call, values can overlap the other calls; inactive means mostly below about 53%; further: some results filed as inactive read as strong as hits
XIAP displacement – XIAP antagonists, biochemical, IAP family, fluorescence polarization (AID 1018). E3 ubiquitin-protein ligase XIAP (Homo sapiens). XIAP BIR domain, fluorescence polarization peptide displacement; higher % means a stronger effect. actives 0.007% (n = 200,000). displacement, % at 20 µM; hits with a dose series show IC50 in µM; in the data active means displacement above about 50%; further: a part of the inactive calls stands beside numbers as strong as those of hits
LYP phosphatase – inhibitors of LYP phosphatase, biochemical, fluorescence intensity, uHTS (AID 1779); Tyrosine-protein phosphatase non-receptor type 22 (Homo sapiens); recombinant LYP phosphatase, fluorescence intensity; higher % means a stronger effect; one-dose inhibition, % at 11.5 µM; IC50 in µM for titrated hits; actives 0.054% (n = 290,000);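 further: plate controls were vehicle with enzyme for no effect and no enzyme for full effect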
M1AAP inhibition – P. falciparum M1AAP inhibitors, biochemical, fluorogenic H-Leu-NHMec substrate, 1536-well (AID 1445); actives 0.42% (n = 220,000); recombinant M1AAP, H-Leu-NHMec fluorogenic kinetic assay; higher % means a stronger effect; Aminopeptidase N (Plasmodium falciparum (isolate 3D7)); inhibition, % at 30 µM, or IC50 in µM where a hit was titrated;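 active means primary inhibition above the hit cutoff, then over 50% inhibition at one or more dose response concentrations, cut at about 23% in these data, passing the limit was not always enough; inconclusive means conflicting primary data, or primary hits not chosen for dose response; inactive means low primary inhibition, or under 50% at every dose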;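 further: plate controls were DMSO full reaction for no effect and no enzyme background for full effect; strong numbers were not always called active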
Dynein cargo inh cytoplasmic EGFP – also measured in Dynein cargo inh; calls as there; z-score; measured here: cytoplasmic GR-EGFP intensity; hits give high values
Dynein cargo inh nuclear GR-EGFP – further read-out of Dynein cargo inh, marked with its call; z-score; measured here: nuclear GR-EGFP intensity;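 lower value marks the stronger effect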
Dynein cargo inh cell count – second read-out of Dynein cargo inh, no call of its own (marks repeat the call); z-score; measured here: cell count per field
An asterisk follows results filed as active; u = inconclusive; x = no result given. Unless noted, no stated cut-off is given here; in the data, active means inhibition above about 50%; inactive means the rest. Only part of the results is shown; count on the stated rates, not on these rows.

SMILES	Siah-1 displacement	Dynein cargo inh	Dynein cargo inh cytoplasmic EGFP	Dynein cargo inh nuclear GR-EGFP	Dynein cargo inh cell count	P. falciparum M17LAP	PMI inhibition	PMI inhibitors	AID2073	XIAP displacement	LYP phosphatase	M1AAP inhibition
CCOC(=O)c1c(N)n(Cc2ccco2)c2nc3ccccc3nc12	-2%	-0.83	-0.21	-0.36	0.53	-434%	5%	-5%	48%	-7.6%	-13%	16%
COc1cc(C(=O)N/N=C/C23CC[C@@H](O)CC2(O)CC[C@@H]2[C@@H]3CCC3(C)C(C4=CC(=O)OC4)CCC23O)ccc1O (stereo partly specified)	-4%	-0.31	-0.22	0.28	-0.095	-3%	x	x	-6%	x	-4%	-4%
Cn1c(O)c(/C=C/C=Nc2ccccc2)c(=O)n(C)c1=S	2%	0.93	0.021	0.75	-1.1	6%	11%	-4%	6.2µM*	0.1%	-8%	11%
CC(=O)Nc1ccc(OCCF)cc1	-4%	0.41	-0.2	0.07	-0.65	-4%	7%	4%	11%	-5.5%	-6%	1%
CCC(=NCC1CCCO1)c1c(O)n(-c2ccccc2C)c(=O)[nH]c1=O (stereo unspecified)	-2%	1.2	-0.25	0.34	-0.35	0%	x	x	-15%	x	-9%	7%
Cn1cc(C(=O)N2CCCCC2)c2ccccc21	-3%	-0.25	-0.28	0.13	0.13	-1%	-12%	-17%	6%	-1.6%	-6%	-2%
O=C(Nc1ccc(C(F)(F)F)cc1)OC1CN2CCC1CC2 (stereo unspecified)	2%	-1.3	-0.26	-0.66	1.1	4%	x	x	-12%	x	-12%	0%
O=S(=O)(c1ccc(Cl)cc1Cl)N1CCCC1c1cccnc1 (stereo unspecified)	-9%	1.1	-0.25	0.3	-0.21	0%	x	x	2%	x	-6%	-4%
Cc1nnc(SCc2nc3ccccc3c(=O)n2-c2ccccc2Cl)n1N	-2%	-0.0096	-0.23	-0.18	0.54	11%	-14%	-3%	-2%	-0.6%	-10%	2%
N=C1c2ccccc2CN1c1ccc(F)c([N+](=O)[O-])c1	-2%	-0.96	-0.19	-0.42	0.29	-1%	x	x	-2%	x	-6%	0%
Oc1ccc(Cl)cc1CN1CCN(Cc2ccccc2)CC1	4%	-0.55	-0.34	-0.27	0.83	-15%	-7%	-2%	-1%	-1.4%	-8%	9%
C=CCn1c(O)c(/C(CC)=N/NC(=S)Nc2ccccc2)c(=O)[nH]c1=O	-3%	-0.38	-0.17	-0.22	-0.086	13%	x	x	4%	x	-1%	10%
COc1ccc(CCNCc2ccc(F)cc2)cc1OC	-3%	-0.53	-0.28	-0.086	-0.14	0%	-26%	1%	-8%	-21%	-4%	4%
CCN1C(=O)/C(=C/c2ccc3c(c2)CCN3CCCCl)C(=O)NC1=S	22%	-1.3	0.17	-0.2	-1.3	13%	-10%	-15%	33%	-3.6%	-4%	u
CC(C)CNC(=O)c1c(N)n(Cc2ccc3c(c2)OCO3)c2nc3ccccc3nc12	5%	-0.14	0.18	0.089	1.2	-7%	35%	38%	12%	-2.3%	10%	5%
Cc1ccc(N2C(=O)NC(=O)/C(=C\c3cc(C)n(-c4sc5c(c4C#N)CCCC5)c3C)C2=O)cc1	9%	1	-0.089	0.87	-0.69	6%	-28%	-17%	6%	-4.9%	1%	10%
CCN1C(=O)NC(=O)/C(=C\c2ccc(N3CCOCC3)cc2OC)C1=O	-3%	-0.49	-0.16	0.11	0.51	54%	7%	2%	1%	-3.2%	-11%	14%
Clc1ccc(-c2nc3ccc(Cl)cn3c2CN2CCOCC2)cc1	0%	0.49	-0.17	0.54	-0.47	-8%	8%	7%	-3%	-7.7%	3%	5%
O=[N+]([O-])c1ccc(-c2ccccc2)c([As](=O)(O)O)c1	-2%	-1.9	-0.044	-1.2	1	1%	x	x	11%	x	-4%	-6%
Cc1cc(C)cc(N2C(=O)NC(=O)/C(=C\C=C\c3ccco3)C2=O)c1	10%	-4.5*	1.3*	-2.7*	1.1*	29%	-22%	-17%	25%	-19%	4%	3%

An excerpt from above with just LYP phosphatase:
Structure,LYP phosphatase
O=S(=O)(c1ccc(Cl)cc1Cl)N1CCCC1c1cccnc1 (stereo unspecified),-6%
Cc1nnc(SCc2nc3ccccc3c(=O)n2-c2ccccc2Cl)n1N,-10%
N=C1c2ccccc2CN1c1ccc(F)c([N+](=O)[O-])c1,-6%

More results:
SMILES	Siah-1 displacement	Dynein cargo inh	Dynein cargo inh cytoplasmic EGFP	Dynein cargo inh nuclear GR-EGFP	Dynein cargo inh cell count	P. falciparum M17LAP	PMI inhibition	PMI inhibitors	AID2073	XIAP displacement	LYP phosphatase	M1AAP inhibition
C=CCN1C(=O)NC(=O)/C(=C/c2ccc(N(C)C)c(Br)c2)C1=O	8%	0.032	-0.28	0.075	-0.21	11%	-8%	-7%	13%	-3.0%	-4%	5%
CC(C)Cc1nnc(NC(=O)CCC(=O)N2CCN(CCOC(c3ccccc3)c3ccccc3)CC2)s1	2%	1.6	1.6	1.3	-1.6	2%	7%	15%	11%	-4.5%	-2%	-4%
CCC(=O)N1N=C(c2c(O)n(CCc3ccccc3)c(=O)[nH]c2=O)CC1c1ccc(OC)c(OC)c1 (stereo unspecified)	-2%	-0.47	-0.27	0.18	0.093	-5%	x	x	1%	x	-2%	-7%
COc1cccc(-c2cc(C(F)(F)F)n3nc(C(=O)N4CCC5(CC4)OCCO5)cc3n2)c1	-1%	-0.16	-0.22	0.14	1.6	-11%	7%	4%	6%	-13%	2%	11%
Cc1ncc([N+](=O)[O-])n1CCOC(N)=O	0%	-0.79	-0.19	0.035	0.66	10%	x	x	4%	x	-3%	6%
Fc1ccc(C(OCCN2CCCC2)c2ccc(Br)cc2)cc1 (stereo unspecified)	3%	-0.15	0.24	0.045	0.58	-4%	-13%	-22%	1%	-5.4%	-10%	5%
O=c1[nH]c(=O)n(-c2cccc(Cl)c2)c(O)c1/C=N/c1ccccn1	0%	-0.36	0.74	0.06	0.33	14%	9%	-8%	2%	-2.8%	-5%	14%
COC(=O)C1C(OC(=O)c2ccccc2)CC2CCC1N2C (stereo unspecified)	3%	-0.6	-0.24	-0.22	0.18	5%	-4%	-4%	-1%	-1.2%	-6%	0%
Clc1ccc(OCC#CCN2CCCCCC2)cc1	1%	-0.47	-0.18	-0.068	0.55	-4%	3%	9%	-7%	-0.3%	-4%	1%
C[C@H]1CCCC(=O)CCC/C=C/c2cc(O)cc(O)c2C(=O)O1	-3%	-0.94	-0.28	-0.22	0.14	14%	10%	16%	11%	-3.1%	-8%	1%
COc1cccc(CCNCc2cccc(C(F)(F)F)c2)c1	8%	2.3	-0.017	0.91	-2.2	-5%	1%	-5%	-17%	-1.7%	-2%	0%
COc1cccc(N2CCN(Cc3ccc(Cl)cc3)CC2)c1	-8%	0.65	-0.29	0.17	-0.61	1%	-11%	-4%	8%	2.3%	-9%	14%
O=C(Nc1cccc(Cl)c1)OC1CN2CCC1CC2 (stereo unspecified)	2%	-0.52	-0.28	-0.33	0.58	0%	x	x	0%	x	-2%	-1%
CC(C)C[C@H](NC(=O)[C@@H]1CCCN1C(=O)[C@@H](N)Cc1ccc(O)cc1)C(=O)NCC(N)=O	-1%	-0.29	0.011	0.39	0.68	-5%	8%	9%	4%	-5.2%	-5%	-1%
O=c1[nH]c(=O)n(C2CCCCCC2)c(O)c1C=NCC1CCCO1 (stereo unspecified)	4%	1.3	-0.17	0.58	-0.79	0%	0%	3%	-5%	-7.9%	-5%	-3%
O=C(c1ccc(CS(=O)(=O)c2ccccc2)o1)N1CCC2(CC1)OCCO2	-7%	0.3	-0.17	0.53	1.2	2%	11%	18%	8%	-0.2%	-2%	4%
COc1cccc(C2CC3C(=O)C=CC2N3Cc2ccccc2)c1 (stereo unspecified)	12%	-3.8*	0.73*	-2.9*	0.84*	9%	61%*	15%	5%	3.0%	-4%	3%
COc1ccc(-n2c(C)cc(C(=O)C[N+]34CCN(CC3)CC4)c2C)cc1	-2%	-0.65	-0.072	-0.28	0.23	2%	8%	24%	-2%	-9.0%	-6%	10%
COc1ccc(C(C)=O)cc1CC(C(=O)c1ccc(Br)cc1)N(C)C (stereo unspecified)	5%	1.3	-0.24	0.88	-0.74	1%	-7%	11%	-1%	-2.3%	8%	5%
Cc1[nH]c2ccccc2c1C(=O)C(=O)N1CCC2(CC1)OCCO2	4%	0.97	-0.24	1.2	-1.5	-1%	-8%	-1%	8%	-4.7%	-5%	2%
CCNC(=O)[C@H]1O[C@@H](n2cnc3c(N)ncnc32)[C@H](O)[C@@H]1O	7%	x	x	x	x	-2%	-4%	0%	12%	-0.4%	-3%	-1%
NC(=O)c1ccc(C(=O)Nc2ccc([As](=O)(O)O)cc2)cc1	7%	-0.72	-0.21	-0.49	1.3	0%	x	x	13%	x	-6%	2%
FC(F)(F)C1=NC(C(F)(F)F)=NP(N2CCOCC2)(N2CCOCC2)=N1	0%	0.24	-0.22	0.7	-0.29	-5%	6%	6%	5%	-7.6%	1%	7%

Three records drawn at random from the list so far, as already listed:
SMILES	Siah-1 displacement	Dynein cargo inh	Dynein cargo inh cytoplasmic EGFP	Dynein cargo inh nuclear GR-EGFP	Dynein cargo inh cell count	P. falciparum M17LAP	PMI inhibition	PMI inhibitors	AID2073	XIAP displacement	LYP phosphatase	M1AAP inhibition
CCN1C(=O)NC(=O)/C(=C\c2ccc(N3CCOCC3)cc2OC)C1=O	-3%	-0.49	-0.16	0.11	0.51	54%	7%	2%	1%	-3.2%	-11%	14%
Cc1ccc(N2C(=O)NC(=O)/C(=C\c3cc(C)n(-c4sc5c(c4C#N)CCCC5)c3C)C2=O)cc1	9%	1	-0.089	0.87	-0.69	6%	-28%	-17%	6%	-4.9%	1%	10%
O=[N+]([O-])c1ccc(-c2ccccc2)c([As](=O)(O)O)c1	-2%	-1.9	-0.044	-1.2	1	1%	x	x	11%	x	-4%	-6%
